Screening results as filed in PubChem BioAssay.
hERG rescue – hERG rescue from dofetilide block, primary screen, cell-based, CHO-hERG, FluxOR thallium flux, dofetilide IC70; hit rate 0.51% among 310,000; Voltage-gated inwardly rectifying potassium channel KCNH2 (Homo sapiens), Q12809; dofetilide IC70 present; activation (rescue from dofetilide block), less the hit threshold, % at 10 µM;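 active = activation above the mean of controls blocked by dofetilide plus 5 SD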;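 also: thallium influx through hERG after potassium depolarization seen as dye fluorescence rise; in these data hits start at about 4.7%; inactives centre near -7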
MrgX1 allo act – positive allosteric modulators of MrgX1, primary screen, HEK293 cells, Fluo-4 calcium flux. FDSS; stronger effect = higher value. hit rate 0.63% among 310,000. B-score at 10 µM. AID 588675, 2011. Mas-related G-protein coupled receptor member X1 (Homo sapiens), Q96LB2;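 active = plate-corrected calcium response at least 3 library SD above typical, normal starting fluorescence, not activating the receptor alone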;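 also: compound read alongside a low EC10 to EC30 dose of BAM8-22 agonist; peak minus trough fluorescence over baseline measured at the second addition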
Target sequence (Q96LB2 whole entry, looked up): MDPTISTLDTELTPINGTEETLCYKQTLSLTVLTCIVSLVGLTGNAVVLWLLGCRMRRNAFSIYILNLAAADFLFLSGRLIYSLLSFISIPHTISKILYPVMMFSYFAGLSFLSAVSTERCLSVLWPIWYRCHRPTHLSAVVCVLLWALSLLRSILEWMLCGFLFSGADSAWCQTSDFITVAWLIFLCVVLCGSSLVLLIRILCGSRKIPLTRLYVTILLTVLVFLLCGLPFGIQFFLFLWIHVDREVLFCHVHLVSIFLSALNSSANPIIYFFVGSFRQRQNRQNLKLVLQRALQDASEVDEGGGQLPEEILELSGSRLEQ
KCNQ1 act – potentiators or activators of KCNQ1 channel, primary screen, cell-based, thallium flux, high-throughput; CHO-K1 KCNQ1, thallium flux FluxOR fluorescence; stronger effect = higher value; AID 2648, 2010; B-score at 10 µM; Potassium voltage-gated channel subfamily KQT member 1 (Homo sapiens), P51787; hit rate 0.35% among 310,000;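 active = fluorescence ratio B-score, a plate-corrected score, at least three library SD, with initial intensity B-score within 5 SD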
Target sequence (P51787 whole entry, looked up): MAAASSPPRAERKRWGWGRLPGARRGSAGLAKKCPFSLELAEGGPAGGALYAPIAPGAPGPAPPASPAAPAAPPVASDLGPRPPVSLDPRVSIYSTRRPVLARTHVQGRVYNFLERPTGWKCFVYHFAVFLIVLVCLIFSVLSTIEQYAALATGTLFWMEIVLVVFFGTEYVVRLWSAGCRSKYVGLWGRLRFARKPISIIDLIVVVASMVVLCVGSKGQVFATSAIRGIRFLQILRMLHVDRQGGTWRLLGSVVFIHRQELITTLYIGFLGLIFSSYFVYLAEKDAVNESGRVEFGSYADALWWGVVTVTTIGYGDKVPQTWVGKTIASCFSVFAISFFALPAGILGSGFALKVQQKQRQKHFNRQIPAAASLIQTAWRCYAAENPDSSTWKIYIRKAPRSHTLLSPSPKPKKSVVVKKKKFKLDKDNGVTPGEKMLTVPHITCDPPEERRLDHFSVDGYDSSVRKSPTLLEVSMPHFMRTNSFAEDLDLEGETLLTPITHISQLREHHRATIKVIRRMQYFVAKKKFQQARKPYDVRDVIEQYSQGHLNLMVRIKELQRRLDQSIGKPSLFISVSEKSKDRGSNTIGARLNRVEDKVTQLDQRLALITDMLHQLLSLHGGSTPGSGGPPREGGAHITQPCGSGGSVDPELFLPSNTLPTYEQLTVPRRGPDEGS
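Doses: Single concentration per compound, DMSO matched to controls | Test system: KCNQ1-transfected CHO-K1 cells | Timing: 90 min dye loading and 20 min compound exposure, both at room temperature | Measured by: Kinetic FluxOR thallium fluorescence, 10-s 1-Hz baseline, 110-s post-stimulus read | Medium: Assay buffer with matched DMSO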
KCNQ1 block – inhibitors of human KCNQ1 channel, primary screen, cell-based, thallium flux, high-throughput; B-score at 10 µM; AID 2642, 2010; Potassium voltage-gated channel subfamily KQT member 1 (Homo sapiens), P51787; CHO-K1 KCNQ1, FluxOR thallium flux fluorescence; stronger effect = higher value; hit rate 1.3% among 310,000;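 active = compounds whose thallium flux B-score, printed positive for inhibition, exceeds three library SD while starting fluorescence stays within three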;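 also: channel opened by potassium depolarization with thallium stimulus after 20 min compound exposure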
KCNK9 block – KCNK9 potassium channel inhibitors, primary screen, HEK293 cells, thallium flux; Potassium channel subfamily K member 9 (Homo sapiens), Q9NPC2; FluxOR thallium flux fluorescence; stronger effect = lower value; B-score at 10 µM; hit rate 1.2% among 310,000; AID 488922, 2010;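 active = ratio B-score over 3 SD below the library mean, with starting fluorescence within 5 SD of its mean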;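 also: negative B-score means less thallium flux so channel inhibition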
RGS4 act – RGS4 potentiators or activators, primary screen, cell-based, HEK293 M3R inducible RGS4, calcium flux | AID 463111, 2010 | hit rate 0.92% among 310,000 | carbachol calcium flux Fluo4; stronger effect = lower value | B-score at 10 µM;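 active = B-score of the integrated calcium signal more than 4 SD below the library mean, with starting fluorescence not abnormally high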;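 also: negative B-score means reduced calcium response which marks RGS4 activation or potentiation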
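test system = HEK293 cells with stable M3R and inducible RGS4 | schedule = recording 10 s baseline at 1 Hz, 100 s post-agonist | technique = Fluo4-AM (2 µM) calcium-flux fluorescence, kinetic read | measure = Agonist-evoked peak-minus-minimum fluorescence over baseline, integrated ratio, B score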
TMEM16A act – TMEM16A chloride channel activators or potentiators, primary screen, cell-based, HTS | Anoctamin-1 (Mus musculus), Q8BHY3 | HEK293 TMEM16A/YFP-H148Q/I152L, iodide quench fluorescence; stronger effect = lower value | B-score at 10 µM | hit rate 0.3% among 340,000 | AID 623877, 2012;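 active = fluorescence-ratio B-score plate-corrected deviation score at least 3 library SD below zero, with starting fluorescence score within 5 deviations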;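 also: channel opened by trigger with iodide after compound preincubation; score built on the fluorescence ratio of max minus min over baseline; more negative score means more quench and so TMEM16A activation or potentiation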
MrgX1 agonist – agonists of human MrgX1 receptor, primary screen, HEK293 cells, Fluo-4 calcium flux. Fluo-4 calcium fluorescence, agonist mode; stronger effect = higher value. AID 588627, 2011. hit rate 0.44% among 310,000. B-score at 10 µM. Mas-related G-protein coupled receptor member X1 (Homo sapiens), Q96LB2;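 active = calcium response B-score plate-corrected fluorescence ratio at least 3 library SD, with starting fluorescence B-score inside 5 SD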
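Test system: Stable human MrgX1 HEK293 cell line | Schedule: Overnight plating before 1 h dye loading | Read-out basis: Baseline-normalised fluorescence change ratio, B-scored | Detection: Kinetic calcium dye fluorescence, Fluo-4 NW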
ANO1 block – TMEM16A chloride channel inhibitors, primary screen, cell-based, HTS. hit rate 1.2% among 310,000. Anoctamin-1 (Mus musculus), Q8BHY3. normalized B-score (activity score, 25-100; higher = stronger inhibition) at 10 µM. HEK293 TMEM16A/YFP iodide influx fluorescence, ionomycin;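 active = ratio plate-corrected score three or more library SD toward inhibition, starting fluorescence score within five deviations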;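 also: score derived from kinetic fluorescence span divided by baseline fluorescence per well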
RGS4 block – RGS4 inhibitors, primary screen, cell-based, HEK293 M3R inducible RGS4, calcium flux; B-score at 10 µM; Regulator of G-protein signaling 4 (Homo sapiens), P49798; Fluo-4 calcium flux; stronger effect = higher value; triggered by carbachol at its EC20; hit rate 0.45% among 310,000; AID 463165, 2010;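 active = B-score, a plate-corrected calcium signal, over three deviations above library mean, with baseline fluorescence within five deviations of library mean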;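 also: RGS4 expression induced by doxycycline in cells with stable M3 receptor; B-score is computed from the integrated fluorescence ratio over baseline after carbachol; higher B-score means a larger calcium signal and so more RGS4 inhibition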
KCNK3 inh – human KCNK3 channel inhibitors, primary screen, CHO cells, FluxOR thallium flux, B-score; Potassium channel subfamily K member 3 (Homo sapiens), O14649; FluxOR fluorescence; stronger effect = lower value; B-score at 10 µM; hit rate 0.84% among 340,000;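 active = B-score under library mean minus 4 SD, starting fluorescence ratio at most library mean plus 5 SD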;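 also: more negative B-score means stronger inhibition of thallium flux through KCNK3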
* marks the source's active call; other numbers are inactive results; i = inactive; . = not tested or not shown.

SMILES	hERG rescue	MrgX1 allo act	KCNQ1 act	KCNQ1 block	KCNK9 block	RGS4 act	TMEM16A act	MrgX1 agonist	ANO1 block	RGS4 block	KCNK3 inh
COc1ccc(C(=O)C(c2ccccc2)N2CCOCC2)cc1 (centres undefined)	-3	i	i	i	i	i	.	i	i	i	i
CC(=O)NCCC(=O)N1CCc2c([nH]c3ccccc23)C1c1cccc(C)c1 (centres undefined)	-3	i	i	i	i	i	i	i	i	i	i
CCN(CC)C(=O)Nc1cnc2ccccc2c1	-7	i	i	i	i	i	i	i	i	i	i
Nc1ccc(-c2nc3ccc(N)cc3s2)cc1	-12	i	i	i	i	i	i	i	i	i	i
C[C@@H](C(=O)OCn1nnc2ccccc2c1=O)N1C(=O)C2CCCCC2C1=O (some centres undefined)	-12	i	i	i	i	i	i	i	i	i	i
CCN(C(=O)c1c(OC)cccc1OC)c1nnc(-c2cccnc2)s1	-4	i	i	i	i	i	i	i	i	i	i
O=C(CSCc1ccccc1Cl)Nc1c[nH]c(=O)[nH]c1=O	-4	i	i	i	i	i	i	i	i	i	i
Cc1ccc(/C=C/C(=O)NC(=S)Nc2ccccc2C(=O)NC2CCCCC2)cc1	-10	i	i	i	i	i	i	i	i	i	i
CCOc1cc(CNS(=O)(=O)c2cn(C)cn2)cc(OCC)c1OCC	-4	i	i	i	i	i	i	i	i	i	i
CC(NC(=O)c1ccccc1)C(=O)OCC(=O)N1c2ccccc2Sc2ccccc21 (centres undefined)	-9	i	i	i	i	i	i	i	i	i	i
COCCCNCCOc1ccc(C(C)(C)c2ccccc2)cc1	-10	i	i	i	i	-7.8*	i	i	i	i	i
O=C(O)c1cccc(N/N=C(\N=Nc2ccccc2)c2ccccc2)c1	-10	i	i	6*	i	i	i	i	i	i	i
CC(=O)Nc1ccc(NS(=O)(=O)c2cc(-c3n[nH]c(=O)c4ccccc34)ccc2C)cc1	-14	i	i	i	i	i	i	i	i	i	i
CCOC(=O)Cc1csc(NS(=O)(=O)c2ccccc2)n1	-5	i	i	i	i	i	i	i	i	i	i
COc1c2ccoc2nc2c(OC)c(O)ccc12	-2	i	i	i	i	i	i	i	i	i	i
CCN1CCN(c2ccc(S(=O)(=O)N3CCCCC3)cc2NC(=O)c2sccc2C)CC1	-6	i	i	i	i	i	i	i	i	i	i
Cc1ccc(C(NC(=O)N2CCOCC2)C(Cl)(Cl)Cl)cc1F (centres undefined)	-3	i	i	i	i	i	i	i	i	i	i
CCCCOc1ccc(/C=C(\C#N)C(=O)NC2CC2)cc1	-8	i	i	i	i	i	i	i	i	i	i
O=C1C(SCCO)=C(SCCO)C(=O)c2ccccc21	.	i	.	.	.	.	i	i	100*	.	-15*
COc1cccc(-c2nnc3n2N=C(C(C)(C)C)CS3)c1	-9	i	i	i	i	i	i	i	i	i	i
COC(=O)c1c(C)n(-c2ccc(C)cc2)c2ccc(O)cc12	-7	i	i	i	i	i	i	i	i	i	i
CN(C(=O)c1ccccc1-c1ccccc1C(=O)O)c1ccccc1	0	i	i	i	i	i	i	i	i	i	i
CCCCn1c(=N)n(CC(O)COc2ccccc2)c2ccccc21 (centres undefined)	-12	i	i	i	i	i	i	i	i	i	i
O=C(O)COc1ccccc1/C=N/NC(=O)CSc1nc2ccccc2n1Cc1ccc(Cl)cc1	-15	i	i	i	i	i	i	i	i	i	i
Cc1ccccc1C(=O)NNC(=O)CSc1nc2ccccc2c(=O)[nH]1	-9	i	i	i	i	i	i	i	i	i	i
CCN(CC)CCN(C(=O)c1ccc2c(c1)OCCO2)c1nc2cc(C)cc(C)c2s1	-19	i	i	i	i	i	i	i	i	i	i
CC(Oc1ccc(Br)cc1)C(=O)N(C)CC(=O)Nc1ccc(N2CCOCC2)cc1 (centres undefined)	-7	i	i	i	i	i	i	i	i	i	i
COc1ccc(/C=N/Nc2ccccc2)cc1Cn1nc(C)c([N+](=O)[O-])c1C	-10	i	i	i	i	i	i	i	i	i	i
O=C(NCc1ccccn1)C(=O)NCC1OCCN1C(=O)c1ccc(Cl)cc1 (centres undefined)	-9	i	i	i	i	i	i	i	i	i	i
O=C(Nc1ccc2ccccc2c1)C(=O)C1C(=O)Nc2ccccc21 (centres undefined)	-10	6.9*	i	i	i	i	.	i	i	8.1*	.
COc1ccc(CN(C(=O)c2cc(=O)c3ccccc3o2)C2CCS(=O)(=O)C2)cc1 (centres undefined)	-11	i	i	i	i	i	i	i	i	i	i
CCC1CCCCN1CCCNC(=O)c1c(O)nc2cc(C)ccn2c1=O (centres undefined)	-3	i	i	i	i	i	i	i	i	i	i
O=C(Nn1cnnc1)C1Cc2ccccc2CN1S(=O)(=O)c1ccc(F)cc1 (centres undefined)	-17	i	i	i	i	i	i	i	i	i	i
Cc1ccnc(NS(=O)(=O)c2ccc(NC(=O)C34CC5CC(C)(CC(C)(C5)C3)C4)cc2)n1	-6	i	i	i	i	i	i	i	i	i	i
O=C(CN(C(=O)c1csnn1)c1ccccc1Cl)NC1CCCC1	-8	i	i	i	i	i	i	i	i	i	i
CN=c1scc(-c2ccccc2F)n1/N=C/c1ccc(O)c(O)c1O	-25	.	i	i	i	i	i	.	.	i	i
O=C(O)Cc1c(-c2ccccc2)c2cc(Br)ccc2[nH]c1=O	-17	i	i	i	i	i	i	i	i	i	i
CCOC(=O)N1CCC(N(CCCOC)C(=O)Nc2cccc(OC)c2)CC1	-3	i	i	i	i	i	i	i	i	i	i
CCc1ccc(Nc2nnc(SCC(=O)N(C)CC(=O)Nc3ccccc3CC)s2)cc1	-9	i	i	i	i	i	i	i	i	i	i
CCOC(=O)N1CCN(C(=O)C2CCN(Cc3nc(-c4ccccc4C)oc3C)CC2)CC1	-5	i	i	i	i	i	i	i	i	i	i
COc1ccc(C(F)(F)F)cc1N/C=C\c1nnnn1-c1ccccc1	-15	i	i	9*	i	i	i	i	i	i	i
O=C(CCN1CCCCC1)NCC1OCCc2ccccc21 (centres undefined)	-2	i	i	i	i	i	i	i	i	i	i
COc1ccc(OC)c(-n2c(SC)nnc2-c2c[nH]c3ccccc23)c1	-12	i	i	i	i	i	i	i	i	i	i
CC(NC(=O)OCc1ccccc1)C(=O)NCC(=O)NC(Cc1ccc(OC(C)(C)C)cc1)C(=O)OC(C)(C)C (centres undefined)	-3	i	i	i	i	i	i	i	i	i	i
COc1ccc(/C=N/NC(=O)c2cc3cc(OC)c(OC)cc3[nH]2)cc1	-9	i	i	i	i	i	i	i	i	i	i
COc1ccc(CCn2nnnc2C(C(C)C)N2CCN(c3ncccn3)CC2)cc1OC (centres undefined)	-15	i	i	i	i	i	i	i	i	i	i
Cc1ccc(C(=O)OCc2ccc3c(c2)OCO3)cc1S(=O)(=O)N1CCCCC1	-8	i	i	7*	-13*	i	i	i	i	i	i
CCOC(=O)c1cn2nc(Oc3cccc(C(F)(F)F)c3)ccc2n1	-11	i	i	i	i	i	i	i	i	i	i
COc1ccc(N2CCN(C(=O)NC(=O)c3ccccc3)CC2)cc1	-5	i	i	i	i	i	i	i	i	i	i
CN1C(C(=O)Nc2ccc(OC(F)(F)F)cc2)=CC(c2ccco2)=NS1(=O)=O	1	i	i	i	i	i	i	i	i	i	i
Following part.
SMILES	hERG rescue	MrgX1 allo act	KCNQ1 act	KCNQ1 block	KCNK9 block	RGS4 act	TMEM16A act	MrgX1 agonist	ANO1 block	RGS4 block	KCNK3 inh
CCc1ccc(N(CC(=O)N2CCCCCC2)S(C)(=O)=O)cc1	-9	i	i	i	i	i	i	i	i	i	i
Cc1ccc(N(CC(=O)Nc2ccc(F)c(Cl)c2)S(=O)(=O)c2c(C)noc2C)cc1	-6	i	i	i	i	i	i	i	i	i	i
CC(Oc1ccc2c3c(c(=O)oc2c1)CCCC3)C(=O)NCCN1CCOCC1 (centres undefined)	-8	i	i	i	i	i	i	i	i	i	i
CCOC(=O)c1cn(CC)c2ccc(S(=O)(=O)N3CC(C)CC(C)C3)cc2c1=O (centres undefined)	.	i	.	.	.	.	i	i	i	.	i
CCOc1ccc(/C=N/OCC(=O)Nc2ccc(OCc3ccccc3)cc2)cc1OC	-2	i	i	i	i	i	i	i	i	i	i
Cc1ccc(NC(=O)c2cccc(OC(F)F)c2)c(OC(F)F)c1	-5	i	i	i	-8.7*	i	i	i	i	i	i
CC(=O)c1ccc(OC(=O)COc2ccccc2)cc1	-3	i	i	i	i	i	i	i	i	i	i
O=C(Cn1nc(-c2ccc(Cl)cc2)ccc1=O)NCC1COCCO1 (centres undefined)	-12	i	i	i	i	i	i	i	i	i	i
O=c1c2c(nc3c(-c4ccccc4)c[nH]n13)CCC2	-2	i	i	i	i	i	i	i	i	i	i
CCCN(CC(=O)Nc1ccc(Cl)cc1Cl)C(=O)/C=C/c1cc(OC)ccc1OC	-8	i	i	i	i	i	i	i	i	i	i
CC(=O)Oc1cccc(/C=C2\Sc3ccccc3C2=O)c1	-6	i	i	i	i	i	i	i	i	i	i
O=C(Nc1ccc(SC(F)F)cc1)c1ccc(F)cc1	-17	i	i	i	i	i	i	i	i	i	i
COc1ccc(C(NC(=O)CC(C)C)NC(=O)CC(C)C)cc1OC	-10	i	i	i	i	i	i	i	i	i	i
COc1ccc(CCNC(=O)CSc2ncc(C(=O)Nc3ccccc3)c(=O)n2C)cc1	-8	i	i	i	i	i	i	i	i	i	i
CNc1ncc(C(=O)c2ccc(F)cc2)s1	-11	i	i	i	i	i	i	i	i	i	i

Outcome played no part in choosing rows; any-hit rate near 6.3%.
